Tb MetRS inh: T. brucei MetRS inhibitors, primary screen, biochemical, luminescence. purified T. brucei MetRS, ATP depletion, Kinase-Glo luminescence. inhibition, % at 11.9 µM. 0.4% of 360,000 active. AID 624268, 2012;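 active means inhibition above a per-plate cutoff of the control wells' mean inhibition plus 3 SD, cut at about 5.5% in these data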;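 further: 0% = DMSO wells median and 100% = median of wells with control inhibitor compound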
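assay system = parasite MetRS enzyme | timing = 15 min preincubation, 2 h reaction, all 25 °C | evaluation = percent inhibition relative to median high and low control wells | medium = HEPES buffer containing pyrophosphatase, BSA, spermine, DTT | compound = single dose, 11.9 µM final nominal, 0.9% final DMSO | detection = Kinase-Glo luminescence, ATP depletion format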
DNMT1 block: human DNMT1 methyltransferase inhibitors, primary screen, biochemical, molecular beacon, fluorescence, HinP1I cleavage, uHTS; 0.83% of 360,000 active; AID 588458, 2011; inhibition (reported as % activation of signal), % at 10 µM; DNA (cytosine-5)-methyltransferase 1 (Homo sapiens), P26358; in the data active means inhibition above about 50%
STEP block: STEP phosphatase inhibitors, primary screen, biochemical, fluorescence intensity, uHTS | Tyrosine-protein phosphatase non-receptor type 5 (Homo sapiens), P54829 | recombinant STEP, OMFP fluorogenic substrate | inhibition, % at 20 µM | 0.25% of 360,000 active | AID 588621, 2011;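 active means inhibition at 20 µM, scaled per plate between control wells, above about 37%, limit read from the data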;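 further: 0% = DMSO with enzyme and substrate and 100% = substrate only without enzyme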
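Material: STEP (striatal-enriched tyrosine phosphatase) enzyme, cell-free | Medium: 50 mM Bis-Tris pH 6.0 with 2.5 mM DTT and 0.005% Tween 20 | Read-out: Percent inhibition scaled to no-enzyme and uninhibited-enzyme controls, plate-pattern corrected | Signal: Fluorescence read at 480 nm ex / 540 nm em | Times: 20 min reaction, room temperature, in the dark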
Rpn11 inh: Rpn11 (PSMD14) deubiquitinase inhibitors, primary screen, biochemical, fluorescence polarization, uHTS | 26S proteasome non-ATPase regulatory subunit 14 (Homo sapiens), O00487 | human 26S proteasome, Ub4-pepOG fluorescence polarization; 20S core pre-blocked with epoxomicin | calls only at 20 µM | 0.59% of 360,000 active;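 active means inhibition at 20 µM, scaled to each plate's controls, above about 33%, limit read from the data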
Target sequence (O00487 whole entry, looked up): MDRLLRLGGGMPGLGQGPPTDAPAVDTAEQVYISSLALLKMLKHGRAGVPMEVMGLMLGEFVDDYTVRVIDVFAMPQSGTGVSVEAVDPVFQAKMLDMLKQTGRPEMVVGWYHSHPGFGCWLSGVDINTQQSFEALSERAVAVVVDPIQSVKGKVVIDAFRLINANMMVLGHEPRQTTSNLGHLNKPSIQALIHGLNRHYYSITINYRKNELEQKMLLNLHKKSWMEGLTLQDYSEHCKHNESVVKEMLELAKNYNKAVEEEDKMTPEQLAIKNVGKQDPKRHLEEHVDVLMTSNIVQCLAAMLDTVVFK
Scp1 inh: Scp-1 phosphatase inhibitors, primary screen, biochemical, colorimetric, uHTS. 0.88% of 340,000 active. Carboxy-terminal domain RNA polymerase II polypeptide A small phosphatase 1 (Homo …. Recombinant Scp1, phosphopeptide, malachite green phosphate absorbance. inhibition, % at 20 µM;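 active means inhibition above about 50% at 20 µM, limit read from the data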;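 further: plate controls were DMSO wells with enzyme for no effect and wells lacking enzyme for full effect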
Target sequence (Q9GZU7 76-261 limits assumed): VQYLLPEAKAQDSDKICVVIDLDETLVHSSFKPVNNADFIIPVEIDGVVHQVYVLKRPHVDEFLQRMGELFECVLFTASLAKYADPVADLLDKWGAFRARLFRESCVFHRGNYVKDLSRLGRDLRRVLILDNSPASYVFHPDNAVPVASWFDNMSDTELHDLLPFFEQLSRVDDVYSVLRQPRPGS
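Test system – truncated SCP-1 phosphatase (76-261aa) · Reagent – Phosphorylated 17-residue peptide substrate · Incubation – 45 min room-temperature reaction, 5 min colour, 30 min stabiliser · Detection – colorimetric phosphate reagent with accelerator and stabiliser, absorbance at 630 nm · Measure – % inhibition at 20 µM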
SUMO1-SIM PPI: modulators of SUMO1 protein-protein interactions, primary screen, biochemical, uHTS | Small ubiquitin-related modifier 1 (Homo sapiens), P63165 | inhibition, % at 20 µM | SUMO1 binding to a labelled peptide, TR-FRET, 1 h | 0.33% of 360,000 active; in the data active means inhibition above about 37%
Target sequence (P63165 whole entry, looked up): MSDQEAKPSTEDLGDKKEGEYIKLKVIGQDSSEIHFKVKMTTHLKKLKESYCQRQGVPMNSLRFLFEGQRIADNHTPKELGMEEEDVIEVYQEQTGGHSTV
NadD block: inhibitors of S. aureus NadD, primary screen, biochemical, colorimetric, uHTS. Nicotinate-nucleotide adenylyltransferase NadD (Staphylococcus aureus N315). purified NadD enzyme, colorimetric absorbance read-out. inhibition, % at 20 µM. 0.78% of 360,000 active; in the data active means inhibition above about 26%; further: some compounds past the cut are filed as inactive
CSN deneddyl inh: inhibitors of CSN-mediated cullin deneddylation, primary screen, biochemical, fluorescence polarization, uHTS; COP9 signalosome complex subunit 5 (Homo sapiens), Q92905; Purified CSN, SCF-Nedd8-OG deneddylation; inhibition, % at 12.5 µM; 0.38% of 360,000 active; AID 651999, 2013;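 active means pattern-corrected inhibition above about 35%, with an unprinted fluorescence ratio check between 0.5 and 1.5, limit read from the data, passing the limit was not always enough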;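 further: 0% = enzyme with substrate and 100% = substrate without enzyme; some results filed as inactive read as strong as hits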
Target sequence (Q92905 whole entry, looked up, one chain of several): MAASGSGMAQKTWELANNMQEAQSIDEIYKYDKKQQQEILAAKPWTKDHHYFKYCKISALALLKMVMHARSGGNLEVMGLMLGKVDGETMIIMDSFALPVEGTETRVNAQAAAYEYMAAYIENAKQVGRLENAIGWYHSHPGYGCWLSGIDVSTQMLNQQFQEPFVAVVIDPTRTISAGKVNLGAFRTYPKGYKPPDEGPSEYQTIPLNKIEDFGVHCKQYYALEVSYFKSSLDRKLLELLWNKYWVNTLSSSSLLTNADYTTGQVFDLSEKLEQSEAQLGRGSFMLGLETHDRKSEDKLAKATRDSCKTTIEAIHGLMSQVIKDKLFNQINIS
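Assay system: purified human Csn5 enzyme expressed in HEK293T cells; Input: 0.24 nM Csn5 enzyme, final concentration; Reagent: 10 nM SCFSkp2-Nedd8OG; Compound dosing: 12.5 µM single point; Times: reaction 90 min, room temperature; Technique: fluorescence polarization readout.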
LMPTP block: LMPTP phosphatase inhibitors, primary screen, biochemical, fluorescence intensity, uHTS. recombinant LMPTP-A, OMFP fluorogenic substrate. AID 651560, 2012. inhibition, % at 20 µM. 0.22% of 360,000 active. Low molecular weight phosphotyrosine protein phosphatase (Homo sapiens), P24666;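 active means compounds that cut the enzyme signal by at least half of the control window in the single-dose screen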;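 further: plate controls were DMSO wells with enzyme plus substrate for no effect and substrate without enzyme for full effect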
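Material: LMPTP-A; amount: 0.625 nM enzyme; doses: single 20 µM dose; times: reaction 50 min, room temperature, dark; technique: fluorescence intensity of OMFP turnover product; benchmarks: no-enzyme and uninhibited controls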
MLLE-PAM2 inh: inhibitors of PABP1 MLLE–PAM2 peptide binding, primary screen, biochemical, fluorescence polarization, FITC-PAM2, GST-MLLE. inhibition, % at 20 µM. 0.36% of 360,000 active; in the data active means inhibition above about 35%, passing the limit was not always enough;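 further: plate controls were DMSO wells with GST-MLLE for no effect and wells lacking GST-MLLE protein for full effect; some results filed as inactive read as strong as hits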
An asterisk follows results filed as active; i = inactive; / = no result given; + = active, no number.

Value order: Tb MetRS inh	DNMT1 block	STEP block	Rpn11 inh	Scp1 inh	SUMO1-SIM PPI	NadD block	CSN deneddyl inh	LMPTP block	MLLE-PAM2 inh
- O=C(CSc1nnc(-c2ccc3c(c2)OCO3)o1)Nc1ncc(C(F)(F)F)cc1Cl
→ 0.2	3	4	i	1	3	34*	4	-2.2	-24
- NC(c1csc(Nc2cnccn2)n1)c1ccccc1Cl (stereo not given)
→ 1.5	3	1	i	/	-1	0	6	0.4	-15
- CCCc1ccc(-c2csc(NC(=O)C3=COCCO3)n2)cc1
→ 0.1	-15	5	i	-10	3	-4	-1	4.8	-10
- O=C(NCCNC(=O)c1ccco1)c1ccc(Cl)c(Cl)c1
→ 3.6	0	1	i	-5	-1	0	-3	-0.7	9
- CCCCCC(=O)Nc1cc(S(=O)(=O)N2CCCCC2)ccc1N1CCOCC1
→ 0.0	1	4	i	-5	-1	3	1	0.0	-3
- O=S(=O)(CCNCc1ccco1)NCc1ccccc1
→ 0.1	1	-1	i	-5	1	-6	-5	-2.2	6
- CCOc1cccc(C(=O)Nc2cc(C)ccc2NC(=O)c2ccco2)c1
→ -0.2	0	2	i	-8	0	-7	-3	-0.2	9
- Cc1nn(CC(=O)c2ccc(Cl)s2)c(C)c1[N+](=O)[O-]
→ 0.5	-6	1	+	-14	-5	2	-4	-0.5	-30
- COc1ccc(Cl)cc1NC(=O)CC(C)=O
→ -1.4	1	3	i	0	1	0	2	-1.1	-35
- COCCN(C(=O)c1cc(S(=O)(=O)N2CCCCC2)ccc1Cl)c1c(N)n(CC(C)C)c(=O)[nH]c1=O
→ -0.5	2	-1	i	-1	1	1	4	1.0	4
- O=C(Nc1ccc(-c2nc3ccccc3o2)cc1)c1cccnc1
→ 0.3	-1	0	i	-5	-1	3	6	1.2	-16
- Nc1nc(-n2cnnc2)nn1-c1ccccc1
→ -0.4	-2	2	i	-6	0	0	5	-0.5	3
- Cc1ccc(OCC(=O)N2N=C(c3ccc(Cl)cc3)CC2c2ccco2)c([N+](=O)[O-])n1 (stereo not given)
→ 0.7	-6	0	i	-3	-10	7	-2	3.2	0
- O=C(COc1ccccc1)Nc1cc(S(=O)(=O)N2CCOCC2)ccc1N1CCCC1
→ 0.6	1	3	i	-6	1	3	4	-0.2	-2
- O=C(COc1cc(O)c2c(=O)c3ccccc3oc2c1)OCc1ccccc1
→ 0.0	15	7	i	-2	0	3	1	1.7	-4
- CCOC(=O)C1=C(C)N=C2SC(C)C(=O)N2C1c1cccc(F)c1 (stereo not given)
→ 1.3	-5	-2	i	-9	-4	13	-4	0.4	-36
- COC(=O)Cn1c2ccccc2c2nc3ccccc3nc21
→ -0.3	-7	3	i	-2	-18	1	2	1.0	10
- COc1cc(OC)cc(C(=O)NC(C(=O)O)C23CC4CC(CC(C4)C2)C3)c1 (stereo not given)
→ 0.4	1	-1	i	-6	4	3	-10	-0.7	-8
- C[C@H](c1ccccc1)N1C[C@@H](COCc2ccccc2)Oc2cc(N3CC[C@@H](O)C3)ccc2S1(=O)=O
→ -1.9	/	/	/	/	1	-9	-1	0.9	/
- COc1cccc(NC(=O)CN(C)C(=O)CCNC(=O)c2ccccc2OC)c1
→ -0.4	1	3	i	-5	0	-6	0	0.4	2

The final three records of the section before come first, to join the parts:
Value order: Tb MetRS inh	DNMT1 block	STEP block	Rpn11 inh	Scp1 inh	SUMO1-SIM PPI	NadD block	CSN deneddyl inh	LMPTP block	MLLE-PAM2 inh
- COc1cc(OC)cc(C(=O)NC(C(=O)O)C23CC4CC(CC(C4)C2)C3)c1 (stereo not given)
→ 0.4	1	-1	i	-6	4	3	-10	-0.7	-8
- C[C@H](c1ccccc1)N1C[C@@H](COCc2ccccc2)Oc2cc(N3CC[C@@H](O)C3)ccc2S1(=O)=O
→ -1.9	/	/	/	/	1	-9	-1	0.9	/
- COc1cccc(NC(=O)CN(C)C(=O)CCNC(=O)c2ccccc2OC)c1
→ -0.4	1	3	i	-5	0	-6	0	0.4	2
- CC1(C)CC(=O)C/C(=N/Nc2nc3ccccc3s2)C1
→ -0.4	-9	1	i	1	-3	18	6	1.4	-13
- COc1ccc(C2=NOC(Cn3nc(-c4ccccc4)cc3C(=O)O)C2)cc1 (stereo not given)
→ -0.2	1	-1	i	-4	3	-9	-2	-1.7	-5
- CC(=O)c1ccc(OCc2cc(C(=O)N(C)Cc3cc(C)no3)no2)cc1
→ -0.1	-1	0	i	-3	0	2	-4	-2.7	2
- O=C(c1nn(Cc2ccccc2)c(=O)c2ccccc12)N1CCN(C/C=C/c2ccccc2)CC1
→ -0.4	-1	3	i	0	2	-5	1	0.5	-4
- COc1ccc(OCc2cc(C(=O)N3CCCCCC3)no2)c(Cl)c1
→ 0.8	-2	-2	i	-7	17	-10	0	-0.4	23
- COc1ccc(-c2nn(-c3ccccc3)cc2C(=O)O)cc1OC
→ -0.5	3	-7	i	-9	0	-4	1	-1.1	5
- O=C(CN1C(=O)NC(Cc2c[nH]c3ccccc23)C1=O)Nc1cccc(S(=O)(=O)N2CCCC2)c1 (stereo not given)
→ -0.5	-1	-2	i	-9	-3	-4	4	-1.0	9
- CCCN(CCC)C(=O)CSc1nc2ccsc2c(=O)n1NC(=O)c1ccccc1
→ -0.8	2	2	i	-4	31	2	1	-2.5	10
- COc1ccccc1N1CCN(C(=O)c2cc(=O)c3cc(C)ccc3o2)CC1
→ -0.6	0	-1	i	-4	1	-1	-4	-0.9	1
- CCCCOc1ccc(C(=O)NCC2(c3ccccc3)CCOCC2)cc1
→ -0.9	0	-2	i	-2	0	0	1	-1.2	-7
- C/C(=N/NC(=O)c1ccoc1C)c1cccc(NC(=O)C(F)(F)F)c1
→ /	-3	-1	i	-7	-4	-4	-1	-0.2	14
- O=C(NCCN1C(=O)S/C(=C/c2ccccc2)C1=O)C1CC(=O)N(Cc2ccccc2)C1 (stereo not given)
→ 0.0	5	-1	i	-8	-32	-1	-7	2.7	-2
- O=S(=O)(c1ccccc1)N1N=C(c2cccs2)CC1c1ccc(F)cc1 (stereo not given)
→ 0.0	-10	0	i	-22	1	-5	1	2.5	2
- COc1ccc(OC)c(Nc2ccc(C(=O)O)cc2[N+](=O)[O-])c1
→ 0.5	-6	2	i	-9	-26	-5	2	2.4	8
- COc1ccc2c(CC(=O)NNC(=O)c3ccccc3F)coc2c1
→ 0.8	1	-1	i	6	5	2	1	-0.8	-1
- Cc1ccc(CN2CC(C(=O)Nc3cc(C)ccn3)CC2=O)cc1 (stereo not given)
→ -0.3	0	0	i	-5	1	-2	2	0.1	2
- CC(C)(C)Cc1nc(-c2ccc(Cl)cc2)no1
→ 0.0	0	0	i	-4	0	2	-2	0.1	9
- COC(=O)N1[C@H](Cc2ccccc2)C=C[C@]1(C)C(=O)NCc1ccccn1
→ 0.4	0	0	i	3	-2	0	0	-0.6	4
- COc1cc(/C=C(/C#N)C(=O)Nc2ccc(Cl)cc2)ccc1Oc1nc(Cl)ncc1F
→ -0.1	3	0	i	-2	-5	7	6	1.2	-1
- COC(=O)C(CCSC)NC(=O)Cn1ncc2c(=O)oc3ccc(C)cc3c21 (stereo not given)
→ -0.2	-3	-4	i	-9	-4	-1	-5	-1.4	1
- COc1ccc(NC(=O)CSc2nc(=O)n(CCN3CCOCC3)c3c2CCCC3)c(OC)c1
→ -0.2	1	0	i	-1	5	5	-4	0.7	3
- CCCc1ccc(C(=O)[C@@H]2[C@@H](C(C)=O)N3c4ccc(F)cc4C=C[C@@H]3[C@@]23C(=O)Nc2ccccc23)cc1
→ 0.2	-15	1	i	-2	-7	29	4	0.6	21
- CC(C)CC(=O)Nc1nnc(S(=O)(=O)N2c3ccccc3CC2C)s1 (stereo not given)
→ -0.9	18	0	i	-6	-2	2	-5	0.7	4
- COc1ccc(C(=O)N/N=C/c2c(C)[nH]c(=O)[nH]c2=O)cc1
→ -0.3	2	-1	i	-2	-7	-2	-2	-0.7	-8
- COc1ccc(OCC(=O)NCCC2=CCCCC2)c([N+](=O)[O-])c1
→ 0.1	-2	0	i	-5	-10	-4	-7	-0.1	-26
- Cc1ccccc1NS(=O)(=O)c1ccc(NC(=O)c2ccco2)cc1
→ 0.1	-2	-4	i	-12	-1	-2	-1	-0.8	-7
- CC1(C(=O)Nc2ccc3c(c2)OCCO3)CSCC(=O)N1C1CCN(Cc2ccccc2)CC1 (stereo not given)
→ -0.3	/	/	/	/	1	/	-2	-0.4	/

Source: PubChem
